Compound activity deposited in PubChem BioAssay by Broad Institute.
PglD DTNB – C. jejuni PglD acetyltransferase inhibitors, primary screen, biochemical, DTNB colorimetric, single point. inhibition, % at 12.5 µM. purified PglD enzyme, DTNB colorimetric CoA detection. hit rate 0.098% among 360,000. UDP-N-acetylbacillosamine N-acetyltransferase PglD (Campylobacter jejuni); in the data active = inhibition above about 16%, passing the limit was not always enough; inconclusive = no clear call, values can overlap the other calls; also: strong numbers were not always called active
ERp5 inh – inhibitors of ERp5-driven insulin aggregation, primary screen, biochemical, turbidity, absorbance 650 nm, single point | 90 min | inhibition, % at 9.99 µM | hit rate 0.05% among 350,000;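 active = mean replicate inhibition above about 25%, with every replicate also reaching it, limit read from the data, passing the limit was not always enough; inconclusive = only one of those two criteria met; inactive = neither criterion met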
SIRT5 block – SIRT5 desuccinylase inhibitors, primary screen, biochemical, fluorescence imaging, single point, set 5 | inhibition, % at 15 µM | hit rate 1.1% among 330,000 | Purified SirT5, succinyl-peptide AMC, trypsin-coupled fluorescence | NAD-dependent protein deacylase sirtuin-5, mitochondrial (Homo sapiens), Q9NXA8; in the data active = inhibition above about 15%; inconclusive = no clear call, values can overlap the other calls
Target sequence (Q9NXA8 whole entry, looked up): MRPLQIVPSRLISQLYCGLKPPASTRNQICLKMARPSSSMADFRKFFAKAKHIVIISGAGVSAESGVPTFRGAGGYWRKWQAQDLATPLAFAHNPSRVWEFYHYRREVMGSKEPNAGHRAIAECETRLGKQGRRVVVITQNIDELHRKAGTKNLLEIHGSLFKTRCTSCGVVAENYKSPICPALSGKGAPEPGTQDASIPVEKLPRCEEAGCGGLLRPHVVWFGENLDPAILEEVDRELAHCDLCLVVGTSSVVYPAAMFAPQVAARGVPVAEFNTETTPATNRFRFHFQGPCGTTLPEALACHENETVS
E-selectin induc – E-selectin induction in HUVECs, primary screen, imaging, HUVEC, immunofluorescence imaging, single point; normalized: neutral wells 0, TNF-alpha wells 100; activation, % at 7.58 µM; hit rate 0.37% among 260,000; AID 686992, 2013; P16581;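 active = mean E-selectin-positive cell signal at least 10% of the positive control, reached in at least 60% of replicates, without over 20% cell loss; inconclusive = no rule given, readout overlaps actives, possibly toxicity-flagged; inactive = the rest, including those meeting only one limit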;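 also: in these data hits start at about 27%; measured in HUVEC primary endothelial cells; signal is the percent of cells scored E-selectin positive by PE staining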
Target sequence (P16581 whole entry, looked up): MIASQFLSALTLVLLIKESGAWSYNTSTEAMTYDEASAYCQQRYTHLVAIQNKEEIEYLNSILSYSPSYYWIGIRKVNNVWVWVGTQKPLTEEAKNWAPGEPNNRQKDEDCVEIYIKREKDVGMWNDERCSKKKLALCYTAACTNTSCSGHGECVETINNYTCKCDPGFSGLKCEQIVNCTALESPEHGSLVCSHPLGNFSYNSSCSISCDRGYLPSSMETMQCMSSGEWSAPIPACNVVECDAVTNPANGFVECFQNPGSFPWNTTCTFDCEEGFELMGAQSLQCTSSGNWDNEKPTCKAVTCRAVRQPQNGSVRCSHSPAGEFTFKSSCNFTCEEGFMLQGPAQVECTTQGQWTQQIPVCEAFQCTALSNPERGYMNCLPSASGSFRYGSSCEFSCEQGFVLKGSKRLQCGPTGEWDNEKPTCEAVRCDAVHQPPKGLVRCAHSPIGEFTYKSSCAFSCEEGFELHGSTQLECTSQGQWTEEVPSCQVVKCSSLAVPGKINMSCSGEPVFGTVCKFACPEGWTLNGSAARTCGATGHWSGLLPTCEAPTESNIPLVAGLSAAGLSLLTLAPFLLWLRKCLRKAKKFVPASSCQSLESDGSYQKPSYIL
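Material: HUVEC primary endothelial cells; Amount: 3,000 cells per well; Dosing: single concentration; Medium: EGM-2 growth medium on 0.1% gelatin-coated wells; Read-out basis: percent E-selectin-positive cells; Signal: immunofluorescence imaging; Control set: TNF-alpha, DMSO.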
S100A4 inh HTS – inhibitors of S100A4-myosin IIA peptide binding, primary screen, biochemical, fluorescence polarization, TAMRA-MyoIIA peptide; Protein S100-A4 (Homo sapiens), P26447; inhibition, % at 10.7 µM; hit rate 0.14% among 360,000; AID 652163, 2013;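 active = mean inhibition of at least 70% across replicates, with every replicate also reaching that level; inconclusive = mean inhibition reaches 70% but some replicates fall short; inactive = mean inhibition below 70%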
Target sequence (P26447 whole entry, looked up): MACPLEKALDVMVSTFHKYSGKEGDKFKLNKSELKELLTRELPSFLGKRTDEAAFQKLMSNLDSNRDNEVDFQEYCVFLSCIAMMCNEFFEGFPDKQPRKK
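Compound dosing: one dose per compound; test system: human S100A4 monomer with TAMRA-labelled myosin IIA peptide; probe or stimulus: TAMRA-labelled myosin IIA heavy-chain peptide probe, 5 nM; medium: HEPES buffer with Ca2+, pH 7.2; schedule: 5 min incubation before reading; benchmarks: neutral control DMSO, positive control TFP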
DENV2 CPE rescue – inhibitors of DENV2 cytopathic effect, primary screen, cell-based, plate reader, single concentration; DENV2-infected cells, cytopathic effect rescue; CPE inhibition, % at 9.99 µM; hit rate 1.7% among 350,000; AID 651640, 2012; in the data active = CPE inhibition above about 20%, passing the limit was not always enough; inconclusive = no clear call, values can overlap the other calls; tested in BHK-21 cells;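 also: 0% = median of neutral control wells and 100% = median of positive control wells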
C2C12 statin – suppressors of statin myotoxicity in C2C12 myotubes, primary screen, cell-based, single point, plate reader | C2C12 myotubes + simvastatin, ATP luminescence, 48 h; scaled: DMSO 0, geranylgeraniol control 100 | rescue of ATP level, % at 7.49 µM | hit rate 0.78% among 330,000 | AID 602340, 2012;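 active = mean ATP rescue above about 67%, or every replicate alone reaching that limit, limit read from the data, passing the limit was not always enough; inconclusive = no clear call, values can overlap the other calls; inactive = mean under the limit and some replicate under it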;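 also: myotubes were challenged with 10 µM simvastatin during compound exposure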
The depositor's hits bear a star; ? = inconclusive; . = not tested or not shown.

SMILES	PglD DTNB	ERp5 inh	SIRT5 block	E-selectin induc	S100A4 inh HTS	DENV2 CPE rescue	C2C12 statin
NC(=O)C1CCN(C(=O)C2(NC(=O)Nc3cccc(F)c3)CCCCC2)CC1	5	0	-2	.	2	45*	-4
C[C@H](CO)N1C[C@H](C)[C@@H](CN(C)C(=O)C2CC2)Oc2cc(C#Cc3ccccn3)ccc2S1(=O)=O	-1	5	2	0.2	5	-6	-8
CCOc1ccccc1N1CCN(Cc2ccco2)CC1	-3	2	0	.	-3	2	19
COc1cc(S(=O)(=O)N2CCOCC2)ccc1NC(=O)CSc1n[nH]c(=O)[nH]c1=O	.	8	-5	.	-1	6	.
COc1cc(OC)c(C2SCCCS2)cc1OC	.	-4	1	.	-1	5	.
NC(=O)CC[C@@H]1NC(=O)[C@@H]2CCCN2C(=O)c2cc([N+](=O)[O-])cc(I)c2NCCC[C@@H](C(N)=O)NC1=O	.	-5	3	0.0	4	-6	.
Cc1cc(C)c(NC(=O)CS(=O)CC(=O)Nc2ccc(-n3cnnn3)c(C)c2)c(C)c1 (configuration not stated)	2	3	-3	0.0	-7	6	47
O=C(CSc1ccccc1)N1CCN(S(=O)(=O)c2ccccc2F)CC1	2	2	.	0.4	-4	-2	10
CCn1cc(Br)c(C(=O)N(C)Cc2ccccc2)n1	5	2	.	.	1	.	8
NCC(=O)NCC(=O)NC1(C(=O)O)CCCC1	12	1	2	.	-2	0	-6
C[C@H](CO)N1C[C@H](C)[C@H](CN(C)C(=O)Nc2ccc3c(c2)OCO3)Oc2ncc(-c3cccc(F)c3)cc2C1=O	-2	-3	3	0.2	5	-3	1
CSc1ncccc1C(=O)Nc1cccc(S(=O)(=O)N2CCCCCC2)c1	4	.	13	-1.9	-2	-5	-1
S=C(c1c[nH]c2ccccc12)N1CCOCC1	-2	3	-1	2.0	-1	9	9
C[C@H]1CCCCO[C@@H](CN(C)Cc2ccc(C(F)(F)F)cc2)[C@@H](C)CN([C@@H](C)CO)C(=O)c2cc(NC(=O)Nc3ccccc3)ccc2O1	-1	.	.	-0.1	.	-3	.
CC(=O)c1ccc(NC(=S)NC(=O)/C=C/c2ccccc2)cc1	-2	3	-2	.	1	-1	-7
Cc1cc(C(=O)COC(=O)C2=COCCO2)c(C)n1-c1cccc(F)c1	.	-2	1	-0.1	0	0	-18
CN(C(=O)CSc1nnc(-c2ccccc2)c(-c2ccccc2)n1)C1CCS(=O)(=O)C1 (configuration not stated)	3	3	0	0.9	3	1	3
Cc1nc(C(F)(F)F)c(C(=O)N/N=C(\N)c2cccnc2)s1	.	0	0	.	-44	1	0
Cc1coc2cc3oc(=O)c(CCC(=O)N4CCC(C(=O)O)(c5ccccc5)CC4)c(C)c3cc12	-3	-8	-2	.	0	3	0
Cc1cc(C=NCCO)c(C)n1-c1cc(Cl)ccc1Cl	.	-1	-1	.	3	3	.
O=C(COC(=O)c1ccc2ccccc2n1)Nc1cccc(S(=O)(=O)NC2=NCCCCC2)c1	.	-4	0	-2.1	-19	-4	.
COc1cccc(C2c3[nH]c4ccccc4c3C[C@H]3C(=O)N(C4CC4)CC(=O)N23)c1 (some centres not stated)	3	2	-7	-0.3	-1	9	4
COc1ccc(/C=C2/SC(=O)N(CCNC(=O)CC(NC(C)=O)c3ccccc3)C2=O)cc1 (configuration not stated)	0	-4	-1	2.0	4	-5	6
C[C@@H]1CN([C@@H](C)CO)C(=O)Cc2cc(NC(=O)CCN3CCOCC3)ccc2O[C@H]1CN(C)S(=O)(=O)c1cn(C)cn1	9	-4	-3	2.2	2	6	10
COc1ccc(C(=O)OCC(=O)NC2CC2)cc1F	-3	-7	.	0.0	-3	-3	-2

Filtered by structure: those above containing a CF3 group.
SMILES	PglD DTNB	ERp5 inh	SIRT5 block	E-selectin induc	S100A4 inh HTS	DENV2 CPE rescue	C2C12 statin
C[C@H]1CCCCO[C@@H](CN(C)Cc2ccc(C(F)(F)F)cc2)[C@@H](C)CN([C@@H](C)CO)C(=O)c2cc(NC(=O)Nc3ccccc3)ccc2O1	-1	.	.	-0.1	.	-3	.
Cc1nc(C(F)(F)F)c(C(=O)N/N=C(\N)c2cccnc2)s1	.	0	0	.	-44	1	0

Additional compounds.
SMILES	PglD DTNB	ERp5 inh	SIRT5 block	E-selectin induc	S100A4 inh HTS	DENV2 CPE rescue	C2C12 statin
COc1cc(-c2[nH]ncc2CN(C)Cc2nonc2C)cc(OC)c1OC	.	5	-5	-0.5	-12	-1	-6
C/C=C/c1ccc([C@@H]2[C@H](CO)N(C(=O)Cc3cccnc3)[C@H]2CNC(C)=O)cc1	0	2	10	0.0	-12	-5	-5
Cc1nc(C)c2c(=O)cc(-c3ccccc3)[nH]c2n1	-7	4	2	.	-1	11	-30
CCN1C(=O)/C(=C2/Sc3ccccc3N2CC)SC1=S	1	1	-2	.	3	2	-9
Cc1cc(N2CCN(C(=O)OC(C)(C)C)C[C@H]2C)ccc1N1CC[C@@H](O)C1	.	-3	1	-0.2	-17	-3	.
CCC(=O)NC[C@@H]1[C@@H](c2ccc(C3=CCCC3)cc2)[C@H](CO)N1C(C)=O	1	-1	7	0.8	15	5	-9
COc1ccc(S(=O)(=O)N[C@@H]2CC[C@H](CCNC(=O)CN3CCOCC3)O[C@H]2CO)cc1	0	0	0	0.0	-6	-1	-1
Cc1cccc(Nc2cc(C)c3c(O)cccc3n2)c1C	2	-3	.	0.7	-5	1	4
CC1(C)CC2CC(C)(CN2C(=O)COC(=O)c2ccc(O)cc2O)C1 (configuration not stated)	6	1	-6	.	-5	-9	-6
CC(=O)Nc1ccc(S(=O)(=O)NC2(C(F)(F)F)NC(=O)N(c3ccccc3F)C2=O)cc1 (configuration not stated)	.	-4	0	-0.1	0	-5	9
CC(=O)NC(Cc1c[nH]c2ccccc12)C(=O)OCC(=O)N1CCN(S(=O)(=O)c2ccc(Cl)cc2)CC1 (configuration not stated)	0	-8	-4	0.6	-4	3	7
Cc1ccccc1NC(=O)NC1CCCCCCC1	2	4	0	0.0	3	-2	1
CC1(C)CC(=O)C2=C(C1)N(CC1CCCO1)C(=O)C2(NC(=O)c1cccnc1)C(F)(F)F (configuration not stated)	4	4	-4	.	-1	.	60
N#CCCN(C(=O)COC(=O)CCc1ccccc1)c1ccccc1	-1	0	0	.	3	0	-3
CSc1nnc(NC(=O)c2ccco2)s1	6	4	1	0.0	-2	14	5
COc1cccc(CN(C)C(=O)[C@@H](NC(=O)c2ccc(C)cc2)C(C)C)c1	-4	-2	-1	0.8	-2	-3	3
CCC(=O)N(C)C[C@H]1Oc2cc(-c3ccccc3C)ccc2S(=O)(=O)N([C@H](C)CO)C[C@H]1C	4	-2	4	.	7	-4	-8
Cc1cccc(C)c1-n1nnnc1C(c1ccnc2ccccc12)N1CCCC1 (configuration not stated)	.	-5	-2	1.0	-3	15	.
CCOC(=O)C1(C)CCCN(C(=O)c2cccnc2)C1 (configuration not stated)	-1	5	7	-0.2	-5	?	-2
Cc1noc(C)c1S(=O)(=O)Nc1ccc2c(c1)CC(=O)N([C@@H](C)CO)C[C@H](C)[C@H](CN(C)C(=O)Nc1ccccc1)O2	.	-3	2	0.9	7	-5	-2
N#CC(=NCc1cccnc1)C1=C(O)c2ccccc2C1=O	-1	2	-1	.	12	4	4
CCOC(=O)[C@]12CCCC=C1N(Cc1ccco1)C(=O)[C@H](CC(=O)NCc1cccc(C(F)(F)F)c1)C2	.	-2	-2	0.2	-8	-8	.
O=C(Cc1ccccc1[N+](=O)[O-])NCc1ccncc1	-9	7	0	.	-10	.	.
CCS(=O)(=O)N1CCC2(CC1)CN(Cc1ccc3c(c1)OCO3)[C@H](CO)c1c2c2ccc(OC)cc2n1C	.	-2	-1	-0.4	8	2	.
Cc1ccc(-c2cnc3c(c2)C(=O)N([C@@H](C)CO)C[C@@H](C)[C@H](CN(C)C(=O)c2cccc(F)c2)O3)cc1	.	.	-7	0.1	.	2	41

Next entries.
SMILES	PglD DTNB	ERp5 inh	SIRT5 block	E-selectin induc	S100A4 inh HTS	DENV2 CPE rescue	C2C12 statin
CN1C(=O)c2cc(NC(=O)C3CC3)ccc2OC[C@H]2O[C@H](CC(=O)NCCc3ccncc3)CC[C@@H]21	-1	9	1	0.0	-1	-5	-4
C[C@H]1CN([C@@H](C)CO)C(=O)Cc2cc(NC(=O)Cc3ccccc3)ccc2O[C@H]1CN(C)S(C)(=O)=O	1	6	-3	-4.5	7	-4	-3
CSC1=NCCN1C(=O)c1ccc2ccccc2c1	-3	12	-1	.	0	-3	.
CO[C@H]1CN(C)C(=O)c2ccc(NC(=O)Nc3ccc(Cl)cc3)cc2OC[C@@H](C)N(C(=O)Nc2c(C)noc2C)C[C@@H]1C	-4	-3	0	0.1	1	-6	21
O=C(COC(=O)Cc1ccc([N+](=O)[O-])cc1)NC1CCCCCC1	-2	2	-3	1.7	-1	-4	4
COc1ccc(Cl)cc1NC(=O)c1ccc2c(SCC(=O)O)c3c(nc2c1)CCCC3	4	-4	-3	-0.3	-4	8	-22
CC(=O)C[C@@H](O)CC(=O)[C@@H]1OC(=O)CCCCCCc2ccccc21	-2	-7	-2	-0.2	27	-2	112*
C=CCSc1nnc(-c2c[nH]c3ccccc23)n1CCOC	6	-1	0	.	2	2	0
COc1ccc([C@H]2CC(=O)C[C@@H](CCn3cc(-c4cccnc4)nn3)O2)cc1	.	3	33*	-4.3	-10	-6	.
COc1cc(CN2CCCCC2)ccc1OCc1ccccc1	-7	2	-3	.	-8	18	16
O=C(C[C@H]1C/C=C\C[C@@H](Cc2ccc(F)cc2)C(=O)O[C@@H](c2ccccc2)CNC1=O)NCCO	0	5	.	-0.2	-1	13	5
CCOc1ccc(S(=O)(=O)N2CCCCC2)cc1NC(=O)Cc1ccccc1	3	1	1	1.4	1	0	-16
CCN(CC(=O)Nc1ccc(C(C)=O)cc1)CC(=O)Nc1cccc(OC)c1	.	0	0	9.9	-7	0	.
CCOC(=O)[C@]12CCCC=C1N(Cc1ccc(Cl)cc1Cl)C(=O)[C@H](CC(=O)NCCc1ccccc1OC)C2	.	2	.	-0.6	-4	-3	.
CO[C@H]1CN(C)C(=O)c2cc(NC(=O)c3ccccc3)ccc2OC[C@H](C)N(C)C[C@H]1C	1	9	1	1.5	2	6	-2
Cc1ccc(SCCC(=O)N/N=C/c2ccncc2)cc1	.	9	0	.	-5	11	.
Cc1cccc2c(C(=O)N3CCN(c4ccccn4)CC3)cc(-c3cccc(Br)c3)nc12	-2	2	-1	1.2	-3	-1	21
CC(=O)Nc1ccccc1OCCCN1CCC(C(O)(c2ccccc2)c2ccccc2)CC1	.	2	1	1.0	-1	4	.
C[C@@H]1CN([C@H](C)CO)C(=O)c2cc(-c3ccc(C#N)cc3)cnc2O[C@@H]1CN(C)Cc1ccncc1	0	4	0	-0.4	-13	-11	-20
O=C(Cc1ccncc1)NCC[C@@H]1CC[C@@H](NC(=O)C2CC2)[C@H](CO)O1	-3	-5	0	0.0	7	7	2
Cc1ccc(S(=O)(=O)N(C)C[C@@H]2Oc3ncc(C#CC4(O)CCCC4)cc3C(=O)N([C@H](C)CO)C[C@H]2C)cc1	0	6	3	-0.1	-5	2	9

The list is partial (hit frequency here may not be typical).
